ARNT TACC3 PPI: ARNT/TACC3 interaction disruption | Q9Y6A5 | AlphaScreen His-ARNT PAS-B/GST-TACC3 binding, luminescence; TACC3 fragment carries E629A point mutation | inhibition, % at 9.99 µM | 390,000 tested, 0.66% active | AID 623870;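 active means mean inhibition of replicates at least 50% and at least half of replicates each reaching 50%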;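 further: 0% = complete ARNT plus TACC3 wells and 100% = ARNT alone without TACC3; many hits fall short of the cut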
Numbers without * were called inactive.

Screening O=C1Nc2ccccc2C12OCC(COc1ccc(Cl)cc1)O2 (stereo not drawn) returned ARNT TACC3 PPI 22.
`CCCCn1nnnc1SCC(=O)Nc1ccc2c(c1)OCCO2` gave ARNT TACC3 PPI 1.
`CCOC(=O)c1ccc(NC(=O)CN2CCN(c3ccccc3)CC2)cc1` gave ARNT TACC3 PPI 1.
Screening CC1(C)CC(=O)C(C(c2ccco2)C2C(=O)CC(C)(C)CC2=O)C(=O)C1 returned ARNT TACC3 PPI -25.
O=C(NNc1ccc([N+](=O)[O-])cc1[N+](=O)[O-])c1ccco1 was read as ARNT TACC3 PPI 19.
Screening CCOC(=O)c1cnc(SC)nc1Nc1cccc(F)c1 returned ARNT TACC3 PPI -12.
Screening COC(=O)c1ccc(C(C(=O)NCc2ccccc2)N(Cc2cccs2)C(=O)c2cnccn2)cc1 (stereo not drawn) returned ARNT TACC3 PPI -18.
Screening CC(C)Cc1nnc(NC(=O)CSc2ncn[nH]2)s1 returned ARNT TACC3 PPI -8.
`CCOC(=O)C(C(=O)N(C)C)c1ncc(C(F)(F)F)cc1Cl` (stereo not drawn) gave ARNT TACC3 PPI -5.
For CCN1C(=O)[C@@H]2[C@H](C1=O)[C@@H]1C(=O)Nc3ccccc3C(=O)N1[C@@H]2c1cccc(Cl)c1 the results were ARNT TACC3 PPI -2.
COc1ccc(/C(O)=C/C(=O)C(=O)NNC(=O)C(O)(c2ccccc2)c2ccccc2)cc1 was read as ARNT TACC3 PPI 16.
Screening O=C(Nc1ccccc1)Nc1ccc2snnc2c1 returned ARNT TACC3 PPI 4.
`O=C(/C=C/c1c(Cl)cccc1Cl)N1CCN(c2ncccn2)CC1` gave ARNT TACC3 PPI 1.
Screening O=C(Nc1nc(-c2ccccc2)cs1)c1cccnc1 returned ARNT TACC3 PPI -15.
For CC1(C)CC(=O)C(C=NCCCO)=C(O)C1 the results were ARNT TACC3 PPI 21.
COc1ccc(N2C(=O)CC(NC3CC3)C2=O)cc1 (stereo not drawn) was read as ARNT TACC3 PPI -3.
For O=C(OCc1cc2ccccc2[nH]c1=O)c1ccccc1 the results were ARNT TACC3 PPI 0.
For COc1ccccc1OCC(=O)Nc1ccc(O)cc1C(=O)O the results were ARNT TACC3 PPI 7.
Screening COc1ccc(NC(=S)Nc2cccc([N+](=O)[O-])c2)cc1 returned ARNT TACC3 PPI 3.
For COc1ccc(NC(=O)CCNC(=O)Cn2ccc3ccccc3c2=O)cc1OC the results were ARNT TACC3 PPI 0.
`COc1cc2c(C(=O)N3CCN(C)CC3)c(CSc3ccccc3)n(C)c2cc1Br` gave ARNT TACC3 PPI 16.
For COc1cccc(/C=N/Nc2ccc(S(=O)(=O)O)cc2)c1O the results were ARNT TACC3 PPI -5.
Screening Cc1cc(C)c2c(n1)nn1c(N3CCN(c4ccccc4)CC3)cc(C)nc21 returned ARNT TACC3 PPI -4.
Screening Cn1c(SCC(=O)OC2CCCCC2)nnc1-c1ccco1 returned ARNT TACC3 PPI -6.
`CC1(C)C(c2ccc(Cl)cc2)=[N+]([O-])C2(CCCC/C2=N\O)N1O` (stereo not drawn) gave ARNT TACC3 PPI -6.
Cc1cccc(NC(=O)CCCCCN2C(=O)c3ccccc3C2=O)n1 was read as ARNT TACC3 PPI -2.
Screening CCOC(=O)c1c(=O)n(O)c2ccc(OC)cc2[n+]1[O-] returned ARNT TACC3 PPI 0.
Screening COc1ccc(NC(=O)C2CCCN(c3c4c(nc5ncnn35)CCC4)C2)cc1 (stereo not drawn) returned ARNT TACC3 PPI -18.
`CC1Cc2ccccc2N1C(=O)Cn1c(=O)cc(O)c2ccccc21` (stereo not drawn) gave ARNT TACC3 PPI 2.
`CCOC(=O)c1c(C)[nH]c(C(=O)COC(=O)C2CC(=O)N(Cc3ccccc3)C2)c1C` (stereo not drawn) gave ARNT TACC3 PPI 3.
For Nc1ccc(Cl)c(-c2nc3ncccc3o2)c1 the results were ARNT TACC3 PPI 2.
For CCOc1cccc(C(=O)Nc2ccc(N(CC)CC)cc2)c1 the results were ARNT TACC3 PPI 14.
`Cc1nc(NC(=O)c2ccco2)sc1C(=O)Nc1ccc(Br)cc1` gave ARNT TACC3 PPI -2.
Screening CC(C)Cn1c(SCC#N)nc2ccccc2c1=O returned ARNT TACC3 PPI -6.
Screening COc1cccc(N(C(=O)CNC(=O)c2ccco2)C(C(=O)NC2CCCCC2)c2ccncc2)c1 (stereo not drawn) returned ARNT TACC3 PPI -14.
Screening S=C(Nc1cccc(Cl)c1)NC1CCCCC1 returned ARNT TACC3 PPI 1.
`O=C1CC2(CON=C2c2ccc(F)cc2)C(=O)N1c1ccc(F)cc1` (stereo not drawn) gave ARNT TACC3 PPI -4.
`CCOC(=O)c1cnc(SC)nc1Sc1ccccc1Cl` gave ARNT TACC3 PPI -15.
Screening O=C(CC1SCCNC1=O)Nc1cc(Cl)cc(Cl)c1 (stereo not drawn) returned ARNT TACC3 PPI -4.
CCOc1cc(CNCCc2ccc(S(N)(=O)=O)cc2)ccc1OCC(=O)NC1CCCCC1 was read as ARNT TACC3 PPI 4.

16 consecutive compounds out of the list so far, quoted:
`CC1(C)C(c2ccc(Cl)cc2)=[N+]([O-])C2(CCCC/C2=N\O)N1O` (stereo not drawn) gave ARNT TACC3 PPI -6.
Cc1cccc(NC(=O)CCCCCN2C(=O)c3ccccc3C2=O)n1 was read as ARNT TACC3 PPI -2.
Screening CCOC(=O)c1c(=O)n(O)c2ccc(OC)cc2[n+]1[O-] returned ARNT TACC3 PPI 0.
Screening COc1ccc(NC(=O)C2CCCN(c3c4c(nc5ncnn35)CCC4)C2)cc1 (stereo not drawn) returned ARNT TACC3 PPI -18.
`CC1Cc2ccccc2N1C(=O)Cn1c(=O)cc(O)c2ccccc21` (stereo not drawn) gave ARNT TACC3 PPI 2.
`CCOC(=O)c1c(C)[nH]c(C(=O)COC(=O)C2CC(=O)N(Cc3ccccc3)C2)c1C` (stereo not drawn) gave ARNT TACC3 PPI 3.
For Nc1ccc(Cl)c(-c2nc3ncccc3o2)c1 the results were ARNT TACC3 PPI 2.
For CCOc1cccc(C(=O)Nc2ccc(N(CC)CC)cc2)c1 the results were ARNT TACC3 PPI 14.
`Cc1nc(NC(=O)c2ccco2)sc1C(=O)Nc1ccc(Br)cc1` gave ARNT TACC3 PPI -2.
Screening CC(C)Cn1c(SCC#N)nc2ccccc2c1=O returned ARNT TACC3 PPI -6.
Screening COc1cccc(N(C(=O)CNC(=O)c2ccco2)C(C(=O)NC2CCCCC2)c2ccncc2)c1 (stereo not drawn) returned ARNT TACC3 PPI -14.
Screening S=C(Nc1cccc(Cl)c1)NC1CCCCC1 returned ARNT TACC3 PPI 1.
`O=C1CC2(CON=C2c2ccc(F)cc2)C(=O)N1c1ccc(F)cc1` (stereo not drawn) gave ARNT TACC3 PPI -4.
`CCOC(=O)c1cnc(SC)nc1Sc1ccccc1Cl` gave ARNT TACC3 PPI -15.
Screening O=C(CC1SCCNC1=O)Nc1cc(Cl)cc(Cl)c1 (stereo not drawn) returned ARNT TACC3 PPI -4.
CCOc1cc(CNCCc2ccc(S(N)(=O)=O)cc2)ccc1OCC(=O)NC1CCCCC1 was read as ARNT TACC3 PPI 4.

Going on with the list:
Screening O=C(NCCCCNC(=O)c1ccc(Cl)s1)c1ccc(Cl)s1 returned ARNT TACC3 PPI 4.
`Nc1nc(SCc2ccc3c(c2)OCCO3)n[nH]1` gave ARNT TACC3 PPI 6.
`COc1ccc(CCNC(=O)c2c(O)c3c([nH]c2=O)CCCC3)cc1OC` gave ARNT TACC3 PPI -2.
For CCn1c2c(c3ccc(OC)cc31)CCCC2=O the results were ARNT TACC3 PPI -1.
Screening COc1ccc2[nH]c(=O)c(CN(C(=O)c3ccco3)C3CCCCC3)cc2c1 returned ARNT TACC3 PPI -7.
For OCCOCCNc1ncnc2c1cnn2-c1ccccc1 the results were ARNT TACC3 PPI 21.
For COc1ccc(C2N3CC4(C)CN2CC(C)(C3)C4O)cc1OC (stereo not drawn) the results were ARNT TACC3 PPI -3.
`C=COCCn1c(-c2nonc2N)nc2ccccc21` gave ARNT TACC3 PPI 0.
Screening COCCCn1c(=N)c(C(=O)NC2CCCCC2)cc2c(=O)n3ccccc3nc21 returned ARNT TACC3 PPI 0.
Screening c1coc(CN(Cc2ccco2)c2ncnc3c2oc2ccccc23)c1 returned ARNT TACC3 PPI -7.
Screening CC(C)/C(=N\NC(=O)Nc1ccccc1)c1ccccc1 returned ARNT TACC3 PPI -5.
`COc1ccc(-n2nnnc2-c2cn(C)nc2C(F)(F)F)cc1` gave ARNT TACC3 PPI -10.
For COc1cccc(CN2CCN(C(=O)CC(C)C)CC2)c1 the results were ARNT TACC3 PPI -2.
`COc1ccc(NC(=O)CN2CCC3(O)CCCCC3C2c2cc(OC)ccc2OC)cc1` (stereo not drawn) gave ARNT TACC3 PPI 1.
Screening O=C(OCCN=C1NS(=O)(=O)c2ccccc21)c1cccnc1 returned ARNT TACC3 PPI -6.
`CC(=O)NC(C)(C)C1CC=C(C)/C(=N\O)C1` (stereo not drawn) gave ARNT TACC3 PPI 2.
`Cc1ccccc1S(=O)(=O)NC1OC(=O)C(Cl)=C1Cl` (stereo not drawn) gave ARNT TACC3 PPI 8.
`COc1cccc(CN2C(=O)N(C(C)C)C(N(O)C(=O)NC(C)C)C2(C)C)c1OC` (stereo not drawn) gave ARNT TACC3 PPI 1.
For COc1ccc(C(CNC(=O)c2ccc(OCC3CCCO3)cc2)N2CCOCC2)cc1 (stereo not drawn) the results were ARNT TACC3 PPI -2.
For C=CCc1ccc(OCC(O)CN2CCC(Cc3ccccc3)CC2)c(OC)c1 (stereo not drawn) the results were ARNT TACC3 PPI 7.
CN1CCN(NC(=O)c2cccc(F)c2)CC1 was read as ARNT TACC3 PPI -6.
CC1(C)CC(=O)C2=C(C1)Nc1ncnn1C2c1ccccn1 (stereo not drawn) was read as ARNT TACC3 PPI 4.
For COC(=O)C1=C(C)N(c2ccc(S(N)(=O)=O)cc2)C(=O)C1 the results were ARNT TACC3 PPI -25.
`O=C(OCC(=O)N1CCc2ccccc21)c1cccnc1` gave ARNT TACC3 PPI -6.
`CCC1=NN2C(=N)/C(=C/c3ccc(OS(=O)(=O)c4ccccc4)cc3)C(=O)N=C2S1` gave ARNT TACC3 PPI 5.
`O=C(O)CCC(=O)N1CCN(c2cccc(Cl)c2)CC1` gave ARNT TACC3 PPI -3.
O=C(C1CCCN(S(=O)(=O)c2ccc(F)cc2)C1)N1CCCC1 (stereo not drawn) was read as ARNT TACC3 PPI 0.
`Cn1c(SC/C=C/c2ccccc2)nnc1-c1cnccn1` gave ARNT TACC3 PPI 6.
`Nn1c(Nc2ccccc2)nc2ccccc2c1=O` gave ARNT TACC3 PPI -11.
For CCCOC(=O)/C(C)=N\NC(=O)c1ccco1 the results were ARNT TACC3 PPI 0.
For COC(CNC(=O)c1cc(C(=O)c2c(-c3c(Cl)cccc3Cl)noc2C)c[nH]1)OC the results were ARNT TACC3 PPI -2.
`COC(=O)c1ccccc1NC(=O)CN(Cc1ccccc1)S(C)(=O)=O` gave ARNT TACC3 PPI -1.
For Cc1cc2c(c(=O)n1Cc1ccco1)C(c1ccccc1)C(C#N)=C(N)O2 (stereo not drawn) the results were ARNT TACC3 PPI 0.
CSC[C@H](NC(=O)Cc1c(C)c2cc3c(C)c(C)oc3cc2oc1=O)C(=O)N[C@@H](Cc1ccccc1)C(=O)O was read as ARNT TACC3 PPI 9.
Screening Cc1ccc2[nH]c(-c3ccccc3)c(CN3CCN(C)CC3)c(=O)c2c1 returned ARNT TACC3 PPI -5.
COc1ccc(CNc2nc(NCc3ccc(OC)cc3)c3ncn(C4CCCC4)c3n2)cc1 was read as ARNT TACC3 PPI 2.
`O=c1c2ccccc2n(Cc2ccc(Cl)cc2)c(=O)n1Cc1ccco1` gave ARNT TACC3 PPI 1.
Screening COC(=O)c1cc2c(cc1NC(=O)CSCCc1ccccn1)OCO2 returned ARNT TACC3 PPI -1.
`CCN(CC)C(=O)c1c(C)nc2ccccn12` gave ARNT TACC3 PPI -5.
`Cc1ccc2c(c1)sc1nc(=O)n(-c3ccc(Cl)cc3)c(=O)n12` gave ARNT TACC3 PPI -6.
For COc1cccc(-n2cc(C(=O)O)c3ccccc3c2=O)c1 the results were ARNT TACC3 PPI -23.
Cc1ccccc1-n1c(C)cc(/C=C2\NC(=O)NC2=O)c1C was read as ARNT TACC3 PPI -2.
COc1ccc2c(c1)[C@H]1[C@H](CO2)[C@H](c2ccccc2)[C@]2(C)C(=O)Nc3cc(Cl)ccc3C(=O)N12 was read as ARNT TACC3 PPI 1.
Screening Cc1cc2c(c(=O)n1C)C(C(C)C)C(C#N)=C(N)O2 (stereo not drawn) returned ARNT TACC3 PPI -2.
For Cc1nc2cc(NC(=O)Nc3nccs3)ccc2n1C the results were ARNT TACC3 PPI -3.
Cc1cc2cc(C(c3nnnn3C(C)(C)C)N(Cc3ccco3)CC3CCCO3)c(=O)[nH]c2cc1C (stereo not drawn) was read as ARNT TACC3 PPI -1.
CCCCSc1nnc([C@@H](NC(=O)OC(C)(C)C)C(C)C)o1 was read as ARNT TACC3 PPI -3.
For O=C(O/N=C\c1ccc(N2CCCCC2)c([N+](=O)[O-])c1)c1cccc(Cl)c1 the results were ARNT TACC3 PPI -12.
For CC(C)=CCSc1nnc(CCNC(=O)OC(C)(C)C)o1 the results were ARNT TACC3 PPI -3.
Screening CCCOC(=O)CSc1nc(N)c(C#N)c(-c2ccco2)c1C#N returned ARNT TACC3 PPI 0.
`CC1CC(C)CN(S(=O)(=O)c2ccc(C(=O)NCc3ccc4c(c3)OCO4)cc2)C1` (stereo not drawn) gave ARNT TACC3 PPI 1.
Screening COc1cc(C(=O)NCc2nnc(SCC(=O)N3CCc4ccccc43)o2)cc(OC)c1OC returned ARNT TACC3 PPI -14.
Screening COc1ccc(CNC(=O)CCCCCn2c(SCC#N)nc3cc4c(cc3c2=O)OCO4)cc1 returned ARNT TACC3 PPI -25.
Screening CC(=O)Nc1cccc(C(=O)OCc2ccc(C(=O)Oc3ccc(Cl)cc3)cc2)c1 returned ARNT TACC3 PPI -7.
COC(=O)C1CCN(C(=O)C2CCCCC2)CC1 was read as ARNT TACC3 PPI -11.
For O=C(CC12CC3CC(CC(C3)C1)C2)NCC(=O)N1CCCC1 the results were ARNT TACC3 PPI -3.
CC(C)Cn1c(SCC(=O)NC(=O)Nc2ccc3c(c2)OCCO3)nc2ccccc2c1=O was read as ARNT TACC3 PPI 1.

High-throughput results as filed in PubChem BioAssay.

An excerpt; the hit share may differ from the screen's.
